PLC-gamma1 inh: PLC-gamma1 enzyme inhibitors, primary screen, biochemical, fluorescence, purified enzyme; 1-phosphatidylinositol 4,5-bisphosphate phosphodiesterase gamma-1 (Homo sapiens), P19174; 370,000 compounds, 0.84% hits; inhibition, % at 12.2 µM; fluorogenic substrate; in the data active = inhibition above about 9.5%
SMARCA2 act: SMARCA2 (BRM) function activators, primary screen, cell-based, luminescence, high throughput; MG213 cells, MMTV-luciferase reporter, dexamethasone, overnight; activation, % at 9.1 µM; 370,000 compounds, 1% hits; in the data active = activation above about 7.8%;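 also: 0% = vehicle wells and 100% = reference activator wells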
ADAM17 inh: ADAM17 inhibitors, primary screen, biochemical, QFRET; inhibition, % at 6.95 µM; Disintegrin and metalloproteinase domain-containing protein 17 (Homo sapiens), P78536; AID 720648, 2013; recombinant ADAM17, EDANS/DABCYL FRET peptide cleavage; 370,000 compounds, 0.83% hits;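 active = inhibition above the mean of compounds lying between control limits plus 3 SD, set per campaign, cut at about 8.5% in these data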;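 also: 0% = DMSO-only wells as the low control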
ssDAF-12 act: S. stercoralis DAF-12 nuclear receptor activators, primary screen, cell-based, luminescence, HEK293, GRIP1 co-expression, lit1-tk-luc | activation, % at 6.8 µM | Nuclear hormone receptor DAF-12 (Strongyloides stercoralis) | HEK293 ssDAF-12/GRIP1 lit1-tk-luc reporter; % of 3 µM dafachronic acid response | 370,000 compounds, 1% hits;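 active = activation above the mean over all tested compounds plus 3 SD, cut at about 0.9% in these data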;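 also: 0% = DMSO-only wells and 100% = 3 µM delta7-dafachronic acid wells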
DAX1 inh-1: DAX1 (NR0B1) inhibitors, primary screen, cell-based, HEK293, Gal4-DAX1, luciferase luminescence | Nuclear receptor subfamily 0 group B member 1 (Homo sapiens), P51843 | HEK293 Gal4-DAX1 luciferase reporter | inhibition, % at 6.75 µM | 340,000 compounds, 0.99% hits | AID 504766, 2011;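 active = inhibition above the mean over all tested compounds plus 3 SD, cut at about 4.2% in these data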;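 also: 0% = DAX1-transfected cells with DMSO and 100% = empty-vector control cells with DMSO; inhibition shows as a rise in luminescence from relieved DAX1 repression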
Target sequence (P51843 207-470 limits assumed): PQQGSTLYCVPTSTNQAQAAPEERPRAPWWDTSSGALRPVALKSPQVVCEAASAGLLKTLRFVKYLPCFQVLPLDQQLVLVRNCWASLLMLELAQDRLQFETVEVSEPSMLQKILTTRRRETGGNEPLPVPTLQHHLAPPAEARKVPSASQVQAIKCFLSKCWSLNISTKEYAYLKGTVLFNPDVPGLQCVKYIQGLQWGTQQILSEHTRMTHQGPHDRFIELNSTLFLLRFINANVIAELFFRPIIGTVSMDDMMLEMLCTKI
MBD2 DNA inh: inhibitors of MBD2 binding to methylated DNA, primary screen, biochemical, TR-FRET, DNA-binding domain, human | Methyl-CpG-binding domain protein 2 (Homo sapiens), Q9UBB5 | MBD2 binding to methylated oligonucleotide | inhibition, % at 4.4 µM | 370,000 compounds, 0.31% hits; in the data active = inhibition above about 13%
Target sequence (Q9UBB5 whole entry, looked up, the tested form may be a part): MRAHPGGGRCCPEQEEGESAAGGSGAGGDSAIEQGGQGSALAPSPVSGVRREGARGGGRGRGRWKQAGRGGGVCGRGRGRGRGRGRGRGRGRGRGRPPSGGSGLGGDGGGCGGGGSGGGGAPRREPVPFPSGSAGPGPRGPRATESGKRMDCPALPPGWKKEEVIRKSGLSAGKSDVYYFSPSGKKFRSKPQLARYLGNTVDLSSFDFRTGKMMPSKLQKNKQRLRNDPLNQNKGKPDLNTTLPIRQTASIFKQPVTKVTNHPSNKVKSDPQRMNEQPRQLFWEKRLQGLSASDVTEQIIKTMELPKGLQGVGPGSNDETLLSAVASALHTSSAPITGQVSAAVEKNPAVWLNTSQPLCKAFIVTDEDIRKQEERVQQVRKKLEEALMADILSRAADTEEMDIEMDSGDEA
DAX1 inh-2: DAX1 (NR0B1) inhibitors on StAR promoter, primary screen, cell-based, luminescence, SF-1 (NR5A1), full-length DAX-1 | HEK293T StAR-luciferase reporter, SF-1/DAX-1 repression relief | inhibition, % at 6.8 µM | 370,000 compounds, 1.1% hits | AID 652010, 2013;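 active = inhibition above the mean over all tested compounds plus 3 SD, cut at about 3.6% in these data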;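 also: 0% = DAX-1 cells with DMSO and 100% = cells lacking DAX-1 with DMSO; higher inhibition means more luminescence from relief of DAX-1 repression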
hcDAF-12 act: H. contortus DAF-12 nuclear receptor activators, primary screen, cell-based, luminescence, HEK293, lit1-tk-luc reporter; HEK293 hcDAF-12 lit1-tk-luc reporter; 0% DMSO, 100% Δ7-dafachronic acid; activation, % at 6.8 µM; 370,000 compounds, 1.4% hits;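 active = activation above the mean of all tested compounds plus 3 SD, cut at about 5.5% in these data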;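 also: 100% = response to 3 µM Δ7-dafachronic acid high control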
NR1D1 modulator: modulators of Rev-erb alpha DNA binding, primary screen, biochemical, FITC-DNA, fluorescence polarization, uHTS; 370,000 compounds, 0.79% hits; Nuclear receptor subfamily 1 group D member 1 (Homo sapiens), P20393; Rev-erbα–FITC-DNA binding, 90 min; activity, % at 10 µM;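 active = activity above about 14%, limit read from the data; passing the limit was not always enough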;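 also: 0% = DMSO wells with 35 nM protein and 100% = DMSO wells with 750 nM protein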
PLC-beta3 inh: human PLC-beta3 inhibitors, primary screen, biochemical, fluorescence; 1-phosphatidylinositol 4,5-bisphosphate phosphodiesterase beta-3 (Homo sapiens), Q01970; Purified PLC-beta3, fluorogenic substrate; inhibition, % at 12.2 µM; 370,000 compounds, 0.18% hits; AID 720704, 2013; in the data active = inhibition above about 11%;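 also: 0% = median of compound wells on plate and 100% = full blocker control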
hgDAF-12 ag: H. glycines DAF-12 receptor agonists, primary screen, cell-based, luminescence, HEK293, GAL4 fusion, UAS-luciferase. Nuclear hormone receptor DAF-12 (Heterodera glycines), GAL4 fusion. HEK293 GAL4-hgDAF12 UAS-luciferase reporter, agonist luminescence; normalized to butyrate control. activation, % at 6.8 µM. 370,000 compounds, 1.8% hits. AID 687014, 2013;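 active = activation above a cutoff set at the mean of all screened compounds plus 3 SD, cut at about 10% in these data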;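 also: 0% = DMSO wells and 100% = sodium butyrate wells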
An asterisk follows results filed as active; x = no result given.

SMILES	PLC-gamma1 inh	SMARCA2 act	ADAM17 inh	ssDAF-12 act	DAX1 inh-1	MBD2 DNA inh	DAX1 inh-2	hcDAF-12 act	NR1D1 modulator	PLC-beta3 inh	hgDAF-12 ag
COc1ccc(N(CC(=O)NCc2cccs2)S(=O)(=O)c2c(C)nn(C)c2C)cc1	3	-2	-4	-1.4	0.0	4	0.8	1.2	2	1	4.6
COC(=O)c1cccc(NC(=O)CCN2C(=O)NC(C)(C)C2=O)c1	2	2	-2	-1.7	-0.1	0	0.7	-2.1	-1	6	0.8
O=C1c2cc(O)c(O)cc2OC(c2ccc(O)c(O)c2)C1O (centres undefined)	-7	-3	0	-0.6	-0.9	2	0.0	-0.7	-10	-3	-1.4
Cc1ccccc1S(=O)(=O)/N=C(/c1ccccc1)N(C)C	-1	-3	0	-0.8	-0.4	-1	0.2	-1.6	-2	-6	-0.3
C[C@H](CO)N1C[C@H](C)[C@@H](CN(C)Cc2ccc3c(c2)OCO3)OCc2cnnn2CCCC1=O	-2	-1	-3	-1.1	0.3	-4	-0.5	-0.5	-5	-1	-1.6
O=C(CCNC(=O)c1ccccc1)NCCc1ccc(Cl)cc1	9.6*	-2	3	-1.0	0.2	2	-0.2	-2.8	-2	0	-4.1
CC(=O)N1CCc2c(sc(NC(=O)CN3C(=O)c4ccccc4C3=O)c2C(N)=O)C1	-12	-3	-31	-1.1	-0.4	-4	-1.4	0.2	2	-18	1.3
CCCc1cc(=O)n2[nH]c(NC(=O)c3ccco3)nc2n1	3	-3	1	-0.9	0.8	-3	0.4	1.3	-1	-4	0.8
COc1ccc(Cc2nnc(NC(=O)C(C)(C)C)s2)cc1	2	-1	-2	-1.8	-0.1	0	0.0	-1.6	-6	3	-0.6
O=C(CCc1ccccc1)Nc1nccs1	-1	7	2	-0.5	-0.6	-4	0.5	-2.6	-7	-1	3.6
CC(=O)Nc1sc2c(c1C(c1ccccc1Cl)N1CCN(CCO)CC1)CCCC2 (centres undefined)	2	-3	-2	-1.8	-0.9	-4	-0.2	-1.0	-8	0	-3.0
O=C(Nc1cccnc1)c1ccc2snnc2c1	-4	-1	-4	-1.3	1.0	-2	-0.4	-0.9	-2	1	0.9
Cc1cccc(C(=O)N[C@H](C(=O)Nc2ccc3c(c2)OCO3)C(C)C)c1	-1	-3	1	-1.1	-0.8	-1	-0.4	0.2	-2	0	-3.3
O=C(CCN1CCC(c2ccc(Cl)s2)=N1)c1ccc(Cl)s1	5	-3	2	-1.5	x	0	0.4	0.1	-5	-11	1.1
COc1ccc(NC(=S)N2CCN(C/C=C/c3ccccc3)CC2)c(OC)c1	0	-2	-1	-1.5	-1.2	4	-1.1	1.1	6	3	-0.1
C=CCn1c(SCCC(=O)O)nc2c1c(=O)n(C)c(=O)n2C	1	4	1	-2.1	-1.7	0	0.4	0.4	-5	1	-0.5
CCOC(=O)c1c(-c2cccs2)csc1NC(=O)CN1CCOCC1	1	0	1	-1.6	-1.5	3	-0.6	-0.8	6	1	-0.2
CCOC(=O)c1ccc(S(=O)(=O)N2CCN(CC(O)COc3cccc(C(C)=O)c3)CC2)cc1 (centres undefined)	3	-2	1	-1.3	0.1	-1	-0.1	-0.4	-4	-5	-1.0
COc1ccc(S(=O)(=O)N2CCOC2CNC(=O)C(=O)NCC(C)C)cc1OC (centres undefined)	0	1	1	-1.4	0.1	2	-2.5	-1.1	1	-8	0.1
Nc1ncnc2c1C1(CCCCC1)Cc1ccccc1-2	-5	-1	-16	-1.3	-0.2	2	-1.1	-3.1	3	-11	1.8

Part of the list above in order of number of heavy atoms, lowest first:
SMILES	PLC-gamma1 inh	SMARCA2 act	ADAM17 inh	ssDAF-12 act	DAX1 inh-1	MBD2 DNA inh	DAX1 inh-2	hcDAF-12 act	NR1D1 modulator	PLC-beta3 inh	hgDAF-12 ag
O=C(CCc1ccccc1)Nc1nccs1	-1	7	2	-0.5	-0.6	-4	0.5	-2.6	-7	-1	3.6
Cc1ccccc1S(=O)(=O)/N=C(/c1ccccc1)N(C)C	-1	-3	0	-0.8	-0.4	-1	0.2	-1.6	-2	-6	-0.3
COC(=O)c1cccc(NC(=O)CCN2C(=O)NC(C)(C)C2=O)c1	2	2	-2	-1.7	-0.1	0	0.7	-2.1	-1	6	0.8

Following part:
SMILES	PLC-gamma1 inh	SMARCA2 act	ADAM17 inh	ssDAF-12 act	DAX1 inh-1	MBD2 DNA inh	DAX1 inh-2	hcDAF-12 act	NR1D1 modulator	PLC-beta3 inh	hgDAF-12 ag
CCN(CC)S(=O)(=O)c1ccc(C(=O)Nc2cc(S(=O)(=O)N3CCOCC3)ccc2O)cc1	-3	-4	1	-0.4	0.0	1	-0.4	1.0	-3	2	3.5
O=C(Nn1c(-c2ccncc2)nc2ccccc2c1=O)c1ccccc1Br	0	0	-4	-0.8	0.6	5	0.1	0.1	0	-3	0.7
Cc1cc(C)cc(OC[C@@H](O)CN2CCC(C(O)(c3ccccc3)c3ccccc3)CC2)c1	1	-6	4	-0.1	x	1	-0.5	4.5	-2	2	3.0
CC(NC1CCN(Cc2ccccc2)CC1)c1ccc(F)cc1 (centres undefined)	3	2	-1	1.1*	0.0	4	-0.8	-2.3	-4	-5	-1.6
O=C(CSc1nc2c(cnn2-c2ccccc2)c(=O)[nH]1)NCC1CCCO1 (centres undefined)	-3	-1	-1	-1.0	1.4	2	0.5	0.7	-1	4	-0.2
Cn1c(Cn2c(=O)sc3ccccc32)nnc1SCC(=O)N1CCOCC1	1	1	-1	-1.3	0.4	2	0.9	0.4	1	4	0.1
CN1C(=O)N2CN(C3CCCCC3)CN3C(=O)N(C)C1C23 (centres undefined)	4	2	-2	-0.7	0.6	0	0.2	-0.7	3	7	-0.2
COc1ccc(S(=O)(=O)N(C)c2c(C)n(C)n(-c3ccccc3)c2=O)cc1OC	4	-2	-5	-1.5	0.8	1	-0.1	-1.0	1	-1	-2.1
CCN(CC(=O)Nc1ccc(S(=O)(=O)N2CCOCC2)cc1)Cc1ccccc1	3	7	3	-1.8	0.3	-4	0.0	-0.2	-2	-2	-1.3
O=c1c(CN2CCN(c3cccc(Cl)c3)CC2)coc2c(Cl)cc(Cl)cc12	-1	1	-4	-1.4	-0.3	2	-0.6	0.6	4	-1	0.1
O=C(O)C1C(=O)NCC1c1ccccc1 (centres undefined)	1	-2	-4	-1.3	0.4	3	-0.2	0.8	0	5	2.1
O=C(CCN1CCN(S(=O)(=O)c2ccc(F)cc2)CC1)Nc1ccccc1F	-1	-1	-2	-1.0	0.9	5	-0.3	-1.4	1	-7	1.8
Cc1ccc(-c2[nH]ncc2C(=O)c2cccc(F)c2)c(O)c1	-3	-2	-2	-1.4	-0.7	6	0.0	-2.3	-6	-1	-0.6
COc1ccccc1-c1cc2nc(NCCOc3ccccc3)ccn2n1	-78	-2	-28	-1.3	x	-2	-2.6	-0.6	1	-95	5.7
O=C(OCC#CCSc1nnc(-c2cccc3ccccc23)o1)c1ccc(F)c(F)c1	-5	x	-3	-1.5	x	-2	x	1.8	-2	-2	0.6
CCCc1cc(=O)[nH]c(SCc2cc(C(=O)OC)c(C)o2)n1	5	-1	1	-1.2	0.2	1	-0.1	-1.4	0	-2	0.0
CCSC(SCC)[C@H](O)[C@@H](O)[C@H](O)[C@H](O)CO	-2	-3	-2	-1.2	-0.7	4	0.3	-1.3	-2	4	-0.4
N#Cc1cn(CC(=O)N2CCCC2)c2ccccc12	-9	-2	-13	-0.7	1.5	5	-0.1	1.5	4	-8	3.8
OC(c1ccccc1)(c1nc(/C=C/c2ccc(C(F)(F)F)cc2)cs1)C(F)(F)F (centres undefined)	0	-2	4	-1.4	x	-3	0.3	-0.9	3	4	3.4
O=C(N/N=C/c1c[nH]c2ccccc12)c1ccn[nH]1	1	7	2	0.2	0.8	0	0.8	9.9*	1	-6	12*
CCOC(=O)c1c(NC(=O)c2cnn3c2NC(c2cccc(OC)c2)CC3C(F)(F)F)sc2c1CCCC2 (centres undefined)	5	0	-13	-1.4	1.5	7	0.6	-0.9	0	0	1.5
Cc1ccc(C(=O)N2CCOCC2)cc1[N+](=O)[O-]	1	0	3	0.3	-1.1	-3	-0.3	0.9	-4	3	2.9
COc1ccc(C(CNC(=O)c2cc(C)oc2C)N2CCOCC2)cc1 (centres undefined)	-3	-2	-2	-1.2	0.9	2	0.3	2.1	6	-4	0.6
Cc1ccc(C)c(S(=O)(=O)Nc2ccc(C(N)=O)cc2)c1	2	-2	-2	-1.6	0.1	-1	0.3	-0.7	-5	5	-4.7
CN(C)S(=O)(=O)c1cccc(NC(=O)CNCc2ccccn2)c1	-1	-5	-1	-0.2	0.1	4	-0.8	0.2	-4	-3	-1.9
O=C(NC(c1ccc2c(c1)OCO2)c1ccccn1)C1CCN(CCOc2ccccc2)CC1 (centres undefined)	3	1	0	-1.2	x	-4	-0.8	-0.8	-8	2	1.1
O=C(Nc1cccc(C(=O)N2CCOCC2)c1)c1ccc([N+](=O)[O-])cc1	0	1	-2	-0.7	0.2	-2	-0.5	1.5	2	-3	0.5
CCC(C)NC(=S)Nc1ccc2nc(N3CCOCC3)cc(C)c2c1 (centres undefined)	-86	6	-147	-1.9	-0.5	-7	-0.3	-2.3	5	-135	0.0
CCOc1ccc(-c2nnc(-c3cccnc3)o2)cc1OCC	-165	0	-5	-1.3	0.3	2	-0.6	-0.6	0	-213	-0.5
CC[N+]1(C)CCC(O)(/C=C/c2ccccc2)C(C(=O)/C=C/c2ccccc2)C1 (centres undefined)	-2	3	-2	-0.8	-0.8	-1	-0.8	1.7	-2	0	-0.5
Cc1ccc(C(=O)Nc2ccc3[nH]c(=O)[nH]c3c2)c(C)c1	0	2	-11	-1.0	0.3	4	-0.6	0.5	3	-4	1.4
COc1cccc(CNC(=O)c2ccc(CS(=O)c3ccccc3)o2)c1 (centres undefined)	-2	0	-4	-1.1	1.2	-5	0.2	-2.1	-5	-6	-1.5
Cc1ccc(CN2CCN(C3CCC3)CC2CCO)cc1 (centres undefined)	-3	-1	-1	-0.9	-0.1	6	0.2	-0.1	0	-6	-1.6
CCN(CC1COc2ccccc2O1)C(=S)NC1CC2CCC1C2 (centres undefined)	1	-1	1	-1.3	0.8	3	-0.2	0.2	-5	6	-0.2
COc1ccc(Oc2nc(SC)nc3ccccc23)cc1	0	-1	-4	-1.2	0.5	0	0.5	0.8	4	0	1.1
